# Polio RdRp inh – inhibitors of poliovirus RNA polymerase binding and polymerization. P03300. AID 588519. % elongation, % (compound at 16.7 µg/mL). hit rate 0.66% among 150,000. poliovirus polymerase elongation, fluorescence polarization; active compounds read low; in the data active = % elongation below about 90%; also: some results filed as inactive read as strong as hits
# Target sequence (P03300 1749-2209 limits assumed): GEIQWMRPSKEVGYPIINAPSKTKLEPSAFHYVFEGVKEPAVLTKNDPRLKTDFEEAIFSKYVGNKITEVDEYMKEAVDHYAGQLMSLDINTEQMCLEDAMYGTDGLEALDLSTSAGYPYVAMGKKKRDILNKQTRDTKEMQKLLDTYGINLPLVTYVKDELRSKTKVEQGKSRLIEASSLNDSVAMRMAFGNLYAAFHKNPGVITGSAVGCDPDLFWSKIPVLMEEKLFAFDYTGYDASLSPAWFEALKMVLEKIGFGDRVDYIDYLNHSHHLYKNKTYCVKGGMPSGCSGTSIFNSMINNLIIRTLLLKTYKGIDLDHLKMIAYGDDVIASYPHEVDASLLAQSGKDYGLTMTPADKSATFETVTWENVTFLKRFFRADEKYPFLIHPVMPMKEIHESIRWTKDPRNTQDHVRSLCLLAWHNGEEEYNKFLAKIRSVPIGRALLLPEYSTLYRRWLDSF
# Polio RdRp inh FP z-score – also measured in Polio RdRp inh; calls as there; z-score; measured here: FP z-score; hits read low
# Numbers without * were called inactive; & = joins results of further samples. An excerpt. The share of hits here may be higher or lower than overall.
# Second line of a record – Polio RdRp inh	Polio RdRp inh FP z-score
1: Cn1c(N)c(C(=O)CN(Cc2ccccc2)Cc2ccccc2)c(=O)n(C)c1=O
    105	0.4
2: CCOc1cc(C(=O)Nc2cccc(-c3nc4ccccc4o3)c2)cc(OCC)c1OCC
    103	-0.7
3: CCn1c(SC)nnc1C1CCN(C(=O)N(c2ccccc2)c2ccccc2)CC1
    103	0.4
4: COc1ccc(NC(=O)C2=CC(c3cccs3)=NS(=O)(=O)N2C)cc1
    105	-0.3
5: CCOc1ccc(C(CC(=O)Nc2ccc(C(=O)OC)cc2)N2Cc3ccccc3C2=O)cc1OC (configuration not stated)
    111	0.6
6: CCCn1c2ccccc2c2cnn(CC(=O)NCCCN(CC)c3ccccc3)c(=O)c21
    98	-1.8
7: Cc1[nH]c2ccc(-c3nnc(SCc4ccc(F)cc4)o3)cc2c1C
    102	0.1
8: Cc1noc2ncnc(Nc3ccccc3)c12
    103	0.2
9: Cc1c(N)cccc1-c1nc2ccccc2o1
    102	0
10: CCOC(=O)c1c(NC(=O)COc2cccc(C)c2C)sc(C(C)=O)c1C
    107	0.2
11: C#CCOc1ccc2ccccc2c1CO
    98	-0.6
12: CCOc1ncccc1C(=O)NNc1ccc(S(=O)(=O)N2CCN(C)CC2)cn1
    110	0.8
13: ClCc1csc(-c2ccccc2)n1
    99	-0.8
14: O=C(OCCCN1CCCCC1)c1ccc(O)cc1
    103	-0.4
15: COc1cc(C(=O)COC(=O)C2CC(=O)N(Cc3ccco3)C2)cc(OC)c1OC (configuration not stated)
    104	0.3
16: Cc1csc2nc(COC(=O)c3ccccc3NC(=O)c3ccccc3Cl)cc(=O)n12
    109	0.7
17: CCc1ccc(-c2[nH]nc3nc(-c4ccc(OC)cc4)cc(C(=O)NCCCOC)c23)cc1
    105	0.4
18: CCOc1cc(C(=O)NCC(c2ccc(N(C)C)cc2)N2CCOCC2)cc(OCC)c1OCC (configuration not stated)
    109	0.5
19: CC/C(C)=N/NS(=O)(=O)c1ccccc1
    101	-0.1
20: CCc1ccc(OCC(=O)N/N=C(\C)c2ccc(-n3ccnc3)cc2)cc1
    103	-0.1
21: O=c1[nH]c(CSc2nc3ccccc3o2)nc2ccccc12
    102	0.1
22: O=C(CCCCCN1C(=O)C2C3C=CC(C3)C2C1=O)Nc1ncccc1O (configuration not stated)
    99	-0.8
23: CSc1nnc(Cc2cc(=O)[nH]c(=O)[nH]2)n1-c1ccccc1
    102	0.7
24: O=C(O)CC(N=C1NS(=O)(=O)c2ccccc21)c1ccc(Cl)cc1 (configuration not stated)
    100	-0.3
25: CC(=O)N1CCc2c(sc3c2c(=O)n(-c2ccccc2)c(=O)n3CC(=O)Nc2cccc(C)c2)C1
    101	-1.1
26: Cc1nc2ccc(NC(=O)C3CC3)cc2c(=O)n1Cc1ccc(F)cc1
    103	0.4
27: COC(=O)N1CCN(CCc2ccccc2)CC1
    99	-0.9
28: CCC(=O)c1ccc(OCC(=O)N2Cc3ccccc3CC2C(=O)O)cc1 (configuration not stated)
    98	-0.7
29: COc1cccc(C2=NOC(C(=O)NCC3CCCO3)C2)c1 (configuration not stated)
    103	0.5
30: COCCn1c(C)cc(C(=O)COC(=O)c2ccc3c(=O)n4c(nc3c2)CCCCC4)c1C
    102	0
31: CN1CCc2c(sc3c2C(=O)NC(c2ccc(OC(=O)c4ccccc4)cc2)N3)C1 (configuration not stated)
    87	-3.8
32: CCOC(=O)c1c(C)oc2ncnc(Nc3cccc(C(F)(F)F)c3)c12
    110	0.5
33: COc1ccccc1-n1c(C)cc(/C=C(\C#N)C(=O)OCc2nnc(-c3ccccc3)o2)c1C
    111	1
34: COc1ccc(NC(=O)n2ncc3cc(Cl)ccc32)cc1
    104	1.5
35: CCOCCCn1c(NN)nc2ccccc2c1=O
    104	0.3
36: CCCn1c(N)cc(=O)[nH]c1=O
    107	0.6
37: Cn1c(SCC(=O)NC(C)(C)C)nnc1-c1ccccc1
    98	-1
38: CC(=O)Nc1c(-c2ccccc2)nc2cc(C)ccn12
    102	0.2
39: c1csc(-c2ccc(-c3ccn[nH]3)s2)c1
    103	0.5
40: NC(=O)Cc1coc2ccc3ccccc3c12
    101	0.2
41: CCN(CC)CCN(C(=O)c1ccco1)c1nc2ccc(Br)cc2s1
    102	-0.8
42: COC(=O)c1cc(NC2c3ccccc3C(=O)N2c2ccccn2)cc(C(=O)OC)c1 (configuration not stated)
    102	0
43: CCc1ccc(NC(=O)Nc2nnc(N(CC(C)C)CC(C)C)s2)cc1
    102	-0.7
44: O=C(OCCNc1c(F)c(F)nc(F)c1F)c1ccccc1
    102	0.1
45: CCOc1ccc(N2C(=O)c3ccc(OC)c(OC)c3C2=O)cc1
    97	-0.2
46: CC(C)(C)c1ccc(C23OC(=O)C(C)(C)C2OC(=O)C3(C)C)cc1 (configuration not stated)
    99	-0.4
47: COc1cc(-c2noc(CN3CCN(c4ccccc4)CC3)n2)cc(OC)c1OC
    107	-0.1
48: Cc1ccc(SCc2nc(-c3ccc(C(=O)NCc4ccccc4Cl)cc3)oc2C)cc1
    106	-0.1
49: Cc1cccc2nc(CSC3=Nc4ccccc4C4=NC(CCC(=O)NCc5ccco5)C(=O)N34)cc(=O)n12 (configuration not stated)
    103	0.8
50: CNC(C)(C)Cc1ccccc1
    102&65	0.3&-4.8

# (listing goes on)
# Second line of a record – Polio RdRp inh	Polio RdRp inh FP z-score
51: N#Cc1c2c(c(NCC3CCCO3)n3c1nc1ccccc13)CCCC2 (configuration not stated)
    100	-0.4
52: CS(=O)(=O)N(Cc1cccc(F)c1)n1c(SCc2cccc(F)c2)nc2ccccc2c1=O
    100	-0.7
53: CCc1cccc(C)c1NC(=O)CSc1nc2c(c(=O)[nH]1)CCC2
    102	-0.8
54: COc1ccc(N=C(N(C)C)P(=O)(N(C)C)N(C)C)cc1
    103	0.3
55: O=C(CCn1ccc2cc(S(=O)(=O)N3CCCC3)ccc21)NCc1cccc(F)c1
    106	-0.4
56: Cn1cc(C(=O)NCCc2ccccc2)c(=O)c2cc(S(=O)(=O)N3CCCCC3)ccc21
    103	-0.3
57: N#Cc1cccc(C(=O)O)c1
    102	0.2
58: CCOC(=O)c1c(-c2ccc(C)cc2)csc1NC(=O)c1cc(-c2ccc(OC)cc2)on1
    105	-0.1
59: CC1=C(C)SC(=C(C#N)c2nc(-c3ccccc3)cs2)S1
    93	-0.6
60: CC1(C)CC(=O)C2=C(C1)N(CCN1CCOCC1)C1=C(C(=O)CC(C)(C)C1)C2c1cccc(Cl)c1
    101	0

# 5 of the compounds above, with one line to a screen.
38) CC(=O)Nc1c(-c2ccccc2)nc2cc(C)ccn12
16) Cc1csc2nc(COC(=O)c3ccccc3NC(=O)c3ccccc3Cl)cc(=O)n12
55) O=C(CCn1ccc2cc(S(=O)(=O)N3CCCC3)ccc21)NCc1cccc(F)c1
57) N#Cc1cccc(C(=O)O)c1
29) COc1cccc(C2=NOC(C(=O)NCC3CCCO3)C2)c1 (configuration not stated)
assay / entry | 38 | 16 | 55 | 57 | 29
Polio RdRp inh | 102 | 109 | 106 | 102 | 103
Polio RdRp inh FP z-score | 0.2 | 0.7 | -0.4 | 0.2 | 0.5

# Additional entries follow.
# Second line of a record – Polio RdRp inh	Polio RdRp inh FP z-score
61: Cc1ccc(-n2c(=O)c3c(c4cc(C)ccc4n3C)n(CC(=O)Nc3cc(C)cc(C)c3)c2=O)cc1
    112	1
62: COc1ccc(OC)c(NC(=O)c2cc(C3CC3)nc3c2c(C)nn3-c2ccc(C)cc2)c1
    104	-0.8
63: COc1ccc(C(=O)N2CC(C)N(C(=O)c3ccc(OC)c(OC)c3)CC2C)cc1OC (configuration not stated)
    102	0
64: CC(C)Cc1nc2ccccc2c(=O)n1-c1ccccc1
    99	-0.3
65: Cc1ccc(NC(=O)[C@@H](c2ccccc2)N2Cc3ccccc3C2=O)cc1F
    102	-0.9
66: Cc1ccc(S(=O)(=O)N(C)CCO)cc1-c1nnc2c3ccccc3c(C)nn12
    102	0
67: Cc1ccc(Cl)cc1NC(=O)c1ccc2snnc2c1
    107	0.1
68: CCN(CC)CCCNC(=O)Cn1nc(N2CCN(c3ccccc3OC)CC2)ccc1=O
    105	-0.5
69: CCOc1ccc(CNC(=O)c2sc3nc(C)cc(C)c3c2-n2cccc2)cc1
    108	0.2
70: COc1ccc(Cc2nnc(SCC(N)=O)o2)cc1
    101	-0.1
71: COc1ccc(CNC(=O)Cc2c(C)c3c(cc(C)c4c(C)c(C)oc43)oc2=O)cc1OC
    111	0.6
72: COc1ccc(Cc2nnc(SCc3cccc(C(=O)O)c3)o2)cc1OC
    104	0.9
73: COc1ccc(NC(=O)Cn2c(=O)c3cccn3c3ccccc32)cc1Cl
    115	1.4
74: CCOC(=O)c1c(NC(=O)c2ccc(Br)cc2)sc2c1CCCC2
    87*	-3.3*
75: Cc1ccc(CCNC(=O)c2sc3nc4n(c(=O)c3c2C)CCCC4)cc1
    99	-1.3
76: CCc1ccc(OCC(=O)Nc2sc3c(c2C(=O)OC)CCCC3)cc1
    99	-0.4
77: O=C(CSc1nc2cc(S(=O)(=O)N3CCCCC3)ccc2o1)Nc1ccccc1F
    101	-0.2
78: COC(=O)c1ccc(Cn2c(C)cc(C)[n+]2C)o1
    99	-0.6
79: O=[N+]([O-])c1ccc(O)c(-c2ccnc3cc(-c4ccccc4)nn23)c1
    98	-2.1
80: CCOc1ccccc1N(CC)C(=O)c1cc2ccc3cccnc3c2[nH]1
    108	0.1
81: CCOC(=O)C1CCCN(C(=O)c2ccc3c(c2)NC(=O)c2ccccc2S3)C1 (configuration not stated)
    106	1.7
82: O=C(CSCc1ccc(Cl)cc1)NCc1ccc2c(c1)OCO2
    102	0.3
83: O=C1/C(=N\n2cnc3c(cnn3-c3ccccc3)c2=O)c2ccccc2N1CO
    95	-0.8
84: Cc1ccc(C)c(N2CCN(C(=O)CN3CC(c4ccccc4)CC3=O)CC2)c1 (configuration not stated)
    99	-1.2
85: COc1ccc(Br)cc1CNC(=O)Cn1c(=O)c2cccn2c2ccc(F)cc21
    101	-1
86: Cc1ccc2c(c1)-c1nc3[nH]c(=O)[nH]c(=O)c3cc1C(O)O2 (configuration not stated)
    100	-0.6
87: Cc1ccc(C)c(Cn2c(SCC(=O)NCc3ccccc3)nc3ccccc32)c1
    102	-0.7
88: COc1ccc(CNC(=O)c2ccc3c(O)c(S(=O)(=O)c4ccccc4)c(=O)[nH]c3c2)cc1
    104	-0.3
89: Cc1cc(F)ccc1S(=O)(=O)NCC(c1ccco1)S(=O)(=O)c1cccs1 (configuration not stated)
    111	1.1
90: Cc1n[nH]c(=S)n(/N=C/C2=CCC3CC2C3(C)C)c1=O (configuration not stated)
    102	-0.3
91: Cc1cc(C)nc(SCC(=O)OCCN2C(=O)c3ccccc3C2=O)n1
    103	0
92: COCCCNc1ncnc2onc(-c3ccc(Cl)cc3)c12
    101	0.5
93: COc1ccc2[nH]c3c(=O)n(CC(=O)NCCc4ccc(OC)c(OC)c4)c(=S)[nH]c3c2c1
    99	-0.4
94: COC(=O)c1ccc(CSCC(=O)Nc2cc(OC)cc(OC)c2)o1
    100	-0.1
95: O=C(Nc1nccs1)c1cccc(Cl)c1
    103	-0.1
96: Cn1nc(-c2ccccc2F)c2cc(C(=O)N3CCN(c4ccccc4F)CC3)sc21
    108	0.6
97: O=C(c1cn(Cc2nc(-c3cccs3)no2)c2ccccc12)C(F)(F)F
    101	0.2
98: NNc1ccc2c(Cl)cc(Cl)c(O)c2n1
    98	-1.2
99: CCc1ccc(C(=O)c2cn(CC(=O)Nc3cc(C)ccc3C)c3nc(C)ccc3c2=O)cc1
    106	-0.1
100: Cc1ccc(CNC(=O)CN2CCN(Cc3cccc(C)c3)C2=O)cc1
    102	0.4

# Part of the list above in a different format.
93	COc1ccc2[nH]c3c(=O)n(CC(=O)NCCc4ccc(OC)c(OC)c4)c(=S)[nH]c3c2c1
100	Cc1ccc(CNC(=O)CN2CCN(Cc3cccc(C)c3)C2=O)cc1

assay / entry	93	100
Polio RdRp inh	99	102
Polio RdRp inh FP z-score	-0.4	0.4

# The list continues.
# Second line of a record – Polio RdRp inh	Polio RdRp inh FP z-score
101: O=C(COC(=O)c1cc(=O)c2ccccc2o1)c1ccc2[nH]c(=O)[nH]c2c1
    98	-0.4
102: COc1ccc(OCC(=O)NC(C)CCc2ccccc2)cc1 (configuration not stated)
    105	1.4
103: CC1=CC(=O)CC(C)(C)C1(O)/C=C/C(C)=C\C(=O)O (configuration not stated)
    95	-1.1
104: Cc1cccc(-c2nc(S(=O)(=O)c3ccc(Cl)cc3)c(N3CCCCCC3)o2)c1
    105	0.1
105: CCCCCN1C(C(=O)c2ccccc2)=C(NC(=O)c2ccc(OC)c(OC)c2)c2ccccc2S1(=O)=O
    108	0.8
106: N#Cc1ccc(CSc2nnc(-c3sc4ccccc4c3Cl)o2)cc1
    102	-0.1
107: CC(=O)N1c2ccc(S(=O)(=O)N3CCCCCC3)cc2CC1C(=O)NCc1ccccc1F (configuration not stated)
    101	-1.2
108: CCn1c(CCNC(=O)c2ccco2)nc2ccccc21
    103	0.3
109: CCOc1cc(/C=c2/sc3nc4ccccc4n3c2=O)ccc1OC
    103	0.2
110: Cc1cc(C(=O)N2CCc3ccccc32)no1
    97	-0.4
111: O=C(C1CC1)N1CCc2cc(Br)cc(S(=O)(=O)NCCCN3CCN(Cc4ccccc4)CC3)c21
    105	1.6
112: COc1ccc(OC)c(NC(=O)N2CCC(N3CCN(Cc4ccc(F)cc4)C(=O)C3=O)CC2)c1
    102	-0.9
113: O=C(NCCCn1ccnc1)c1cc2ccccc2o1
    107	0.4
114: COc1ccc(Oc2cc(C(F)(F)F)nc3cc(C(C)(C)C)nn23)cc1
    100	-0.6
115: O=C(O)COCC(=O)Nc1ccccc1SCc1noc(-c2cccs2)n1
    100	-0.7
116: CCCC1CC(=O)CC(=O)C1
    100	-0.1
117: CC(=O)N1CCCn2c1nc1ccccc12
    103	0.2
118: COC(CNC(=O)c1ccc(CS(=O)(=O)Cc2cccc(C)c2)o1)OC
    99	-0.6
119: COc1ccc(C2C(=O)N(C3CCCCCC3)CC(=O)N2Cc2ccccc2)cc1 (configuration not stated)
    110	0.3
120: COCCn1c(NC(=S)NC(=O)C2CC2)cc(=O)[nH]c1=O
    99	-0.3
121: O=C(O)/C=C/C(=O)Nc1ccc(N2CCCCC2)cc1
    108	0.2
122: Cc1cc(C(=O)CSc2nccn2Cc2ccccc2)c(C)n1-c1ccc(S(N)(=O)=O)cc1
    109	-0.1
